MrgX1 antag – blocks BAM8-22 activation of human MrgX1 receptor; Q96LB2; MRGX1-HEK293 calcium flux, Fluo-4, BAM8-22 antagonism; hits give low values; B-score at 10 µM; 1.3% of 310,000 active; AID 588676;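 active = calcium-response B-score plate-corrected more than 3 library SD below zero, starting fluorescence within 5 deviations, no agonist response on first addition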;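 also: peak minus trough fluorescence over baseline after final BAM8-22 challenge near maximal dose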
MrgX1 ag – agonists of human MrgX1 receptor; MrgX1-HEK293 cells, Fluo-4 calcium fluorescence, agonist mode; hits give high values; Q96LB2; B-score at 10 µM; 0.44% of 310,000 active;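 active = calcium response B-score plate-corrected fluorescence ratio at least 3 library SD, with starting fluorescence B-score inside 5 SD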
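Assay system: MrgX1-expressing HEK293 cells / Amount: fifteen thousand cells per well / Doses: test compound in the initial addition of three / Timing: cells plated overnight, dye loaded 0.5 h 37 °C, 0.5 h room temperature / Technique: kinetic calcium dye fluorescence, Fluo-4 NW / Control set: positive and negative controls per plate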
MrgX1 PAM – allosterically activates human MrgX1 receptor signaling | B-score at 10 µM | Q96LB2 | AID 588675 | 0.63% of 310,000 active | MrgX1-HEK293, Fluo-4 calcium flux, FDSS; hits give high values;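 active = plate-corrected calcium response at least 3 library SD above typical, normal starting fluorescence, not activating the receptor alone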;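 also: compound read alongside a low EC10 to EC30 dose of BAM8-22 agonist; peak minus trough fluorescence over baseline measured at the second addition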
TRPC4 PAM – allosterically enhances the mouse TRPC4 cation channel; AID 2227; 0.42% of 310,000 active; B-score at 10 µM; HEK293 TRPC4beta/mu-opioid, DAMGO EC20, Fluo-4 Ca2+ flux; hits give high values; Q9QUQ5;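 active = B-score of calcium response area above 5 SD of library B-scores, with initial fluorescence ratio within 5 SD of library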;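 also: B-score of integrated fluorescence ratio over time as area under calcium response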
HIF activator – HIF pathway transcriptional activation; U2OS HRE-luciferase reporter, luminescence; normalized: DMSO 0%, desferrioxamine 100%; activation, % at 7.5 µM (by protocol); 0.32% of 300,000 active; AID 1910;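 active = mean activation of at least 10% of the iron chelator positive control signal, with at least half of replicates also reaching 10%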
AI-2 QS mod – Vibrio harveyi AI-2 quorum sensing modulation. activity change, % at 7.5 µM. 0.4% of 300,000 active. Vibrio harveyi JMH597 AI-2 luminescence/OD600 ratio, 9 h; hits give low values; strain lacks LuxN and CqsS sensors; 0 = neutral-control median; in the data active = activity change below about -75%, passing the limit was not always enough;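 also: luminescence divided by OD600 gain over 9 h not by final OD600 alone; inactives centre near 13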
TRPC6 inhibitor – mouse TRPC6 channel inhibition; 1.1% of 310,000 active; B-score at 10 µM; HEK293-TRPC6, membrane potential dye, ACh-evoked depolarization; hits give low values; AID 2553; Q61143;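 active = B-score under library mean minus 3 SD, initial fluorescence not abnormally high, positive integrated signal ratio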;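 also: B-score derived from integrated fluorescence ratio over the kinetic read; more negative B-score means stronger inhibition of depolarization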
Target sequence (Q61143 whole entry, looked up): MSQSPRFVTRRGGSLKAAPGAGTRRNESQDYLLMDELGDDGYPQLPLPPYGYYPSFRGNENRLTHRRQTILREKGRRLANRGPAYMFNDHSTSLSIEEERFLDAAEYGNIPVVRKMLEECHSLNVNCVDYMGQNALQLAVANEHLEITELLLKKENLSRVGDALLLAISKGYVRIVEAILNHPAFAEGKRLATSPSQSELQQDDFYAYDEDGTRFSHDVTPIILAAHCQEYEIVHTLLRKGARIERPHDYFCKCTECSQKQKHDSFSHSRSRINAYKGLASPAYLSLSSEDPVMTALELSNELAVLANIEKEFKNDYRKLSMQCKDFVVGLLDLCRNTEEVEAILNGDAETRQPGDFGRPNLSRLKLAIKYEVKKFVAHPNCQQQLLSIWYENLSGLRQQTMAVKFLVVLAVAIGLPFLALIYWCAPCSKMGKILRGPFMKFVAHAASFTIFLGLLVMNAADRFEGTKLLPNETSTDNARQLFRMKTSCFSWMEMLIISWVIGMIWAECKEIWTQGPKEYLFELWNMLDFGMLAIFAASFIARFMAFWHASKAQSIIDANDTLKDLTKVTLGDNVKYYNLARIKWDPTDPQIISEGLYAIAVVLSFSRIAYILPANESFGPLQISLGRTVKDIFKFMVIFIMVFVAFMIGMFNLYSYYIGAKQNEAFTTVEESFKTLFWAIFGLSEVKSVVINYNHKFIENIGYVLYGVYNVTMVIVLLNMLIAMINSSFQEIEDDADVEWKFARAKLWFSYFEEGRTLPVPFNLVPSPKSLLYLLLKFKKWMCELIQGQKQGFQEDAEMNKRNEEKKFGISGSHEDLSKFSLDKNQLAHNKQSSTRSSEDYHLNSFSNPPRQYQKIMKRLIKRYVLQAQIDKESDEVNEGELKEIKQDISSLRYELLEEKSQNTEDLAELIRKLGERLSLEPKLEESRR
PolyA inh – yeast polyadenylation inhibition. 0.02% of 300,000 active. S. cerevisiae SKY197-pL101 polyadenylation reporter, beta-gal luminescence; efflux-impaired pdr1/pdr3 knockout yeast; score 100 = 6 SD above DMSO. AID 1875. calls only at 12 µM;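 active = lowest replicate activity score at least 50, where 100 means six control SD above control mean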;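 also: yeast exposed to compound for 9 h at 30 °C; higher score means more reporter readthrough which indicates perturbed polyadenylation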
TRPC4 act – activators of mouse TRPC4 channel; 0.49% of 310,000 active; AID 2237; B-score at 10 µM; Q9QUQ5; HEK293 TRPC4beta/mu-opioid, Fluo4 calcium fluorescence; hits give high values;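 active = B-score above 5 SD of library B-scores, and initial fluorescence ratio not above library mean plus 5 SD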;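 also: positive B-score marks a calcium rise read as TRPC4 activation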
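system = HEK293 cells stably co-expressing mouse TRPC4beta and mu-opioid receptor | schedule = Fluo4 dye loading 45 min at room temperature, 110 s recording | measure = B-scored integrated calcium fluorescence ratio | signal = Fluo4 calcium-sensitive dye fluorescence, kinetic, 1 Hz baseline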
TRPC6 activator – activators of mouse TRPC6 channel; Q61143; HEK293-TRPC6 membrane potential dye fluorescence; hits give high values; B-score at 10 µM; 0.13% of 310,000 active;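 active = B-score of the integrated fluorescence ratio above library mean plus 3 SD, and starting fluorescence ratio within library mean plus 5 SD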;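 also: higher score means more depolarization so channel activation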
TRPC4 inh – inhibitors of mouse TRPC4 channel; Q9QUQ5; HEK293 TRPC4beta/mu-opioid, DAMGO-evoked Fluo4 calcium flux; hits give low values; B-score at 10 µM; 0.39% of 300,000 active;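 active = B-score over 3 SD under the library average, no early fluorescence shift, positive overall ratio signal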
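Assay system: HEK293 cells with stable TRPC4beta plus mu-opioid receptor expression. Dosing: single dose. Measured by: Fluo4 Ca2+ flux fluorescence. Also added: DAMGO in two steps, submaximal then maximal. Read-out: B score from integrated Fluo4 fluorescence ratio.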
Starred values were filed as active, the others as inactive; i = inactive; . = not tested or not shown. The list is partial (hit frequency here may not be typical).

SMILES	MrgX1 antag	MrgX1 ag	MrgX1 PAM	TRPC4 PAM	HIF activator	AI-2 QS mod	TRPC6 inhibitor	PolyA inh	TRPC4 act	TRPC6 activator	TRPC4 inh
O=C(O)/C=C/C(=O)Nc1ccc2c(c1)C(=O)c1ccccc1C2=O	i	i	i	i	2.2	6.8	i	i	i	i	i
O=S(=O)(c1ccc(F)c(F)c1)N1CCN(c2ccccn2)CC1	i	i	i	i	-2.6	13.2	i	i	i	i	i
Cc1ccc(C)c(CN2CCC(n3nccc3NC(=O)C3CCCC3)CC2)c1	i	i	i	i	-0.6	3.9	i	i	i	i	i
COc1ccc(/C=C2/SC(=O)N(CCNC(=O)C3COc4ccccc4O3)C2=O)cc1 (stereo not given)	i	i	i	i	0.7	2.5	i	i	i	i	i
O=C(O)CCCCCNC(=O)CSc1nnc(-c2ccco2)n1-c1ccccc1	i	i	i	i	-0.1	31.8	i	i	i	i	i
COc1cccc(CN(C)C(=O)c2cccc(S(=O)(=O)NCc3ccccc3)c2)c1OC	i	i	i	i	0.1	14.8	i	i	i	i	i
FC(F)(F)c1cccc(Sc2nc(-c3ccccc3)nnc2C(F)(F)F)c1	i	i	i	i	2.2	18.4	i	i	i	i	i
COCCOc1cc(NC(=O)c2sccc2Oc2ccc([N+](=O)[O-])cc2F)c(Cl)cc1Cl	i	i	i	i	0.3	6.0	i	i	i	i	i
CN(C)c1ccc(N2C(=NC(=O)COc3ccccc3)SC3CS(=O)(=O)CC32)cc1 (stereo not given)	i	i	i	i	-0.1	55.3	i	i	i	i	i
Cc1ccc2c(c1)C1CN(C)CCC1N2C(=O)c1cccc(S(=O)(=O)N(C)C)c1 (stereo not given)	i	i	i	i	-0.3	20.7	i	i	i	i	i
N#C/C(C(N)=O)=C1/CCc2ccccc2N1	-4.95*	i	i	i	-55.3	-11.8	i	i	i	i	i
CCCN1C=CC(=C/C=C(\C#N)C(=O)OCC)C=C1	i	i	i	i	2.0	13.3	i	i	i	i	i
COc1ccc2c(c1OC)C(=O)N(c1ccc(C)c(C)c1)C2=O	i	i	i	i	0.6	8.5	i	i	i	i	i
CC(C)(C)c1ccc(OC(=O)c2ccc3nsnc3c2)cc1	i	i	i	i	.	-34.2	i	i	i	i	i
Clc1ccc(Cn2nnc3ccccc32)cc1	i	i	i	i	-0.7	-3.0	i	i	i	i	i
COc1ccc(NC(=O)CSc2nccn2C)cc1S(N)(=O)=O	i	i	i	i	-0.7	-27.0	i	i	i	i	i
CCN(CC)S(=O)(=O)c1cccc(NC(=O)c2cc3ccccc3o2)c1	i	i	i	i	2.4	10.9	i	i	i	i	i
O=C(Nc1ccc(F)c(Cl)c1)C1CC2CCC1C2 (stereo not given)	i	i	i	i	-0.1	7.2	i	i	i	i	i
CC(NC(=O)Nc1cccc([N+](=O)[O-])c1)(C(F)(F)F)C(F)(F)F	i	i	i	i	-0.5	17.6	i	i	i	i	i
Cc1cc(-c2cccnc2)c(C#N)c(SCc2cccc(F)c2)n1	i	i	i	i	-1.0	0.5	i	i	i	i	i
COc1ccc(OCC(O)Cn2c(=N)n(Cc3ccccc3)c3ccccc32)cc1 (stereo not given)	i	i	i	i	0.5	47.3	i	i	i	i	i
CCN(C(=O)CSc1nnc(-c2ccccc2)o1)c1c(N)n(Cc2ccccc2)c(=O)[nH]c1=O	i	i	i	i	-0.5	15.6	i	i	i	i	i
CCn1c(SCC(=O)Nc2ccc(C(C)=O)cc2)nnc1C1CC1	i	i	i	i	-0.2	-3.2	i	i	i	i	i
CCc1c(C)sc(NC(=O)C2CC(c3c(F)cccc3Cl)=NO2)c1C#N (stereo not given)	i	i	i	i	1.9	4.3	i	i	i	i	i
CCOc1cc(/C=C2\SC(=S)N(NS(=O)(=O)c3ccccc3)C2=O)ccc1O	i	34.4*	i	i	0.5	30.3	i	i	i	i	i
CCOc1ccc(C2C(C#N)=C(N)Oc3cc(O)ccc32)cc1OCC (stereo not given)	i	i	i	i	0.6	9.2	i	i	i	i	i
CCOC(=O)c1csc(NC(=O)CCSc2ccccc2)n1	-5.33*	i	i	i	0.1	24.6	i	i	i	i	i
CCC(CC)C(=O)c1c[nH]c(C(=O)N2CCN(c3ccc(OC)cc3)CC2)c1	i	i	i	i	0.2	7.9	i	i	i	i	i
COc1cc2oc3ccc(C#Cc4ccc(N)cc4)cc3c(=O)c2cc1OC	i	i	i	i	0.6	20.5	i	i	i	i	i
CC(=O)c1ccc(Oc2cc(C)nc(NCc3ccccc3)n2)cc1	i	i	i	i	-0.2	6.2	i	i	i	i	i
Cc1ccc(NC(=O)c2ccc(Nc3c([N+](=O)[O-])cc([N+](=O)[O-])cc3[N+](=O)[O-])cc2)cc1	i	i	i	i	2.0	22.4	i	i	i	i	i
COc1ccc(C(C)=O)cc1CS(=O)(=O)CC(=O)O	i	i	i	i	-1.2	17.8	i	i	i	i	i
C/C(=N\NC(=O)c1[nH]c2c([N+](=O)[O-])cc(C)cc2c1-c1ccccc1)c1cccnc1	i	i	i	i	0.1	11.5	i	i	i	i	i
COc1ccc(Cl)cc1Nc1cc(C)nc2nc(C)nn12	i	i	i	i	-0.1	14.7	i	i	i	i	i
COc1cc(C2/C(=C(\O)c3cc(C)ccc3C)C(=O)C(=O)N2CCN(C)C)ccc1O (stereo not given)	i	i	i	i	0.8	10.1	i	i	i	i	i
C/C(=N/NC(=O)CN1CCN(S(=O)(=O)c2ccc(C)cc2)CC1)c1ccco1	i	i	i	i	0.4	13.8	i	i	i	i	i
O=C(CSc1ccccc1)N(c1ccc(Br)cc1)c1nccs1	i	i	i	i	0.1	14.2	i	i	i	i	i
Cc1cc(NC(=O)Nc2cc(F)ccc2F)no1	i	i	i	i	0.0	7.1	i	i	i	i	i
Clc1ccccc1-c1nnc2sc(-c3ccncc3)nn12	i	i	i	i	0.7	10.4	i	i	i	i	i
CC1CN(S(=O)(=O)c2cccc(C(=O)Nc3ccc(S(=O)(=O)NC4=NCCCCC4)cc3)c2)CC(C)O1 (stereo not given)	i	i	i	i	0.3	-9.7	i	i	i	i	i

Next section; the last two above are carried over.
SMILES	MrgX1 antag	MrgX1 ag	MrgX1 PAM	TRPC4 PAM	HIF activator	AI-2 QS mod	TRPC6 inhibitor	PolyA inh	TRPC4 act	TRPC6 activator	TRPC4 inh
Clc1ccccc1-c1nnc2sc(-c3ccncc3)nn12	i	i	i	i	0.7	10.4	i	i	i	i	i
CC1CN(S(=O)(=O)c2cccc(C(=O)Nc3ccc(S(=O)(=O)NC4=NCCCCC4)cc3)c2)CC(C)O1 (stereo not given)	i	i	i	i	0.3	-9.7	i	i	i	i	i
CCCN1C(=O)NC2(O)C(=O)c3ccccc3C12O (stereo not given)	i	i	i	i	0.1	28.2	i	i	i	i	i
Cn1cc(Cl)c(C(=O)N2CCN(c3ncccn3)CC2)n1	i	i	i	i	-0.1	14.1	i	i	i	i	i
Nc1nc(NCc2ccccc2Cl)n(-c2ccccc2)n1	i	i	i	i	1.1	14.7	i	i	i	i	i
CCOC(=O)CSc1nnc(-c2ccc(S(=O)(=O)N3CCC(C)CC3)cc2)o1	i	i	i	i	0.1	18.6	i	i	i	i	i
CCOc1ccc(S(=O)(=O)Nc2ccc(Cl)cn2)c(C)c1C	i	i	i	i	-0.2	22.2	i	i	i	i	i
COC(=O)c1cc(NC(=O)c2c(-c3c(Cl)cccc3Cl)noc2C)ccc1N1CCOCC1	i	i	i	i	-0.3	31.8	i	i	i	i	i
Cc1ccc(C(C)NC(=O)c2ccco2)cc1C (stereo not given)	i	i	i	i	0.0	13.7	i	i	i	i	i
CC(C)(C)Nc1c(N)c(=O)oc2ccccc12	i	i	i	i	0.1	-6.3	i	i	i	i	i
Cn1c(=O)c2[nH]c(C3CCCC3)nc2n(C)c1=O	i	36*	i	i	-0.3	11.0	i	i	i	i	i
COc1cc2c(cc1OC)C(C)N(C(=O)c1c(-c3ccccc3)noc1C)CC2 (stereo not given)	i	i	i	i	3.5	12.1	i	i	i	i	i
O=C(NCc1cccc(C(F)(F)F)c1)N1CCN(S(=O)(=O)c2ccccc2F)CC1	i	i	i	i	-1.3	8.7	i	i	i	i	i
COc1ccc(-n2ncc3c(N4CCN(c5cc(C)ccc5C)CC4)ncnc32)cc1	i	i	i	i	-0.4	12.4	i	i	i	i	i
Cc1nc(C)c(C(=O)Nc2cccc(C)c2C)s1	i	i	i	i	0.9	40.4	i	i	i	i	i
Cc1ccccc1NC(=O)COc1ccccc1C	i	i	i	i	1.9	21.0	i	i	i	i	i
COc1ccc(NC2CCCN(C(=O)CCn3cccn3)C2)cc1 (stereo not given)	i	i	i	i	-0.4	19.0	i	i	i	i	i
COc1ccccc1Nc1nc2nonc2nc1N1CCC(C)CC1	i	i	i	i	0.7	11.2	i	i	i	i	i
CC(C)c1ccc(NC(=S)NNC(=O)c2cccs2)cc1	i	i	i	i	6.3	33.4	i	i	i	i	i
O=C(O)c1ccc(-n2c(/C=C/c3ccccc3)nc3ccccc3c2=O)cc1	i	i	i	i	1.0	5.1	i	i	i	i	i
CCN(CC(=O)NCc1ccc(Cl)cc1)C(=O)CSc1cc(C)ccc1C	i	i	i	i	0.3	29.2	i	i	i	i	i
Cc1ccc(S(=O)(=O)NC(=O)c2cccc(C)c2)cc1	i	i	i	i	-0.2	8.3	i	i	i	i	i
COc1ccc(Cn2nnc3c(=O)[nH]c(C4CCN(S(=O)(=O)c5ccc(C)cc5)CC4)nc32)cc1	i	i	i	i	-0.5	2.1	i	i	i	i	i
CCOc1cc(C=O)c(Br)cc1OC1CCCC1	i	i	i	i	-1.5	19.2	i	i	i	i	i
CCC1=C(OC(=O)N(CC)CC)N2C(=O)OC(=NCCc3c[nH]c4ccccc34)[C@]2(Cc2ccccc2)[C@H]2C1=CC[C@H]1C(=O)N(CC)C(=O)[C@H]12	i	i	i	i	0.0	3.8	i	i	i	i	i
CC(C)(C)c1ccc(OCC(=O)N/N=C/c2ccsc2)cc1	i	i	i	i	0.3	9.6	i	i	i	i	i
CC(=O)N1CCN=C1SCc1ccc(F)cc1	i	i	i	i	-0.3	31.1	i	i	i	i	i
